LYP inhibition: inhibition of human PTPN22 tyrosine phosphatase – biochemical, DiFMUP fluorescence, recombinant catalytic domain, 10 µM, primary screen (AID 606); recombinant LYP catalytic domain, DiFMUP fluorescence; higher % means a stronger effect; one-dose inhibition, % at 10 µM; IC50 in µM for titrated hits; 52,000 tested, under 10 active;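 active = IC50 under 40 µM in the dose-response test; inactive = IC50 of 40 µM or more, or never dose-tested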
HPDE-C7K KRASV12: cytotoxicity in KRAS-transformed pancreatic duct cells, primary screen, cell-based, fluorescence, HTS (AID 431) | cytotoxicity, % at 10 µM; hits with a dose series show EC50 in µM | hit rate 1.7% among 63,000 | HPDE-C7K KRASV12 cells, Alamar Blue viability, 48 h; higher % means a stronger effect;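 active = compounds whose percent cytotoxicity in the single-dose primary screen, scaled between solvent and toxic-drug controls, exceeds 50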;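 also: 0% = DMSO solvent wells and 100% = doxorubicin-treated wells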
DPM-DC inhibit: S. pneumoniae DPM-DC inhibition. purified DPM-DC, PK/LDH coupled NADH fluorescence. AID 556. calls only at 10 µM. hit rate 0.49% among 65,000;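 active = the 320 compounds with the highest percent inhibition in the single-dose primary screen, excluding strongly autofluorescent ones, cut at about 32% in these data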;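 also: kinetic rate of NADH fluorescence loss reporting ADP formed by the decarboxylase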
HT1080 cytotoxicity: cytotoxicity in HT1080 fibrosarcoma cells, cell-based, fluorescence readout (AID 620). cytotoxicity, % at 10 µM, or EC50 in µM where a hit was titrated. HT1080 viability, fluorescence; higher % means a stronger effect. hit rate 0.42% among 87,000;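 also: cells exposed to compound overnight then 4 h with Alamar Blue; 0% = vehicle DMSO and 100% = killing control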
Spn PMK inh: inhibitors of Streptococcus pneumoniae phosphomevalonate kinase | purified PMK, PK/LDH-coupled NADH absorbance 340 nm | inhibition, % at 10 µM | hit rate 0.49% among 65,000;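 active = top-ranked compounds by inhibition in the single 10 µM screen, taking a fixed number of the strongest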;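 also: 0% = full reaction with DMSO carrier and 100% = background rate without enzyme reaction; no value below 0 was filed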
Alkaline phosphatase: inhibition of tissue-nonspecific alkaline phosphatase – biochemical, luminescent (AID 518). hit rate 0.09% among 64,000. purified TNAP enzyme, luminescent substrate readout; higher % means a stronger effect. inhibition, % at 20 µM, or IC50 in µM where a hit was titrated; in the data active = a potency from the dose series; inactive = the rest, 99 in 100 with inhibition below about 22%;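 also: plate controls were vehicle for no effect and reference inhibitor for full effect; many of its hits are not listed in these tables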
Bfl-1 inhibitors: Bfl-1 inhibitors, primary screen, biochemical, fluorescence polarization, FITC-Bid, mouse (AID 432); hit rate 0.02% among 64,000; FITC-Bid BH3 peptide fluorescence polarization displacement; higher % means a stronger effect; one-dose displacement, % at 20 µM; IC50 in µM for titrated hits; in the data active = a potency from the dose series; inactive = the rest, 99 in 100 with displacement below about 15%; also: strong numbers were not always called active
HPDE-C7 viability: cytotoxicity in HPDE-C7 cells, cell-based, fluorescence, HTS (AID 430); HPDE-C7 pancreatic duct cells viability, fluorescence; higher % means a stronger effect; one-dose cytotoxicity, % at 10 µM; EC50 in µM for titrated hits; hit rate 1.8% among 63,000;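 also: cells exposed to compound for 48 hours before viability readout; 0% = vehicle and 100% = reference cytotoxic drug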
Spn MK inh: S. pneumoniae mevalonate kinase inhibition. inhibition, % at 10 µM. hit rate 0.48% among 65,000. purified MK, PK/LDH-coupled NADH absorbance 340 nm;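 active = ranked among the strongest by inhibition in the single 10 µM screen, a fixed top-ranked set picked for dose follow-up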; also: no value below 0 was filed
Spn PMK inh pilot replicates: recorded beside Spn PMK inh, whose call it bears; inhibition, %; measured here: pilot screen replicates
Spn MK inh pilot replicates: also measured in Spn MK inh; calls as there; inhibition, %; measured here: pilot screen replicates
DPM-DC inhibit pilot screen %: recorded beside DPM-DC inhibit, whose call it bears; inhibition, %; measured here: pilot screen trials
Starred values were filed as active, the others as inactive; i = inactive; nt = no result given. Rule as the data show it, unless noted: active = cytotoxicity above about 50%; inactive = the rest. Random draw from the library; about 3.5% have a hit in one of these screens.

SMILES	LYP inhibition	HPDE-C7K KRASV12	DPM-DC inhibit	HT1080 cytotoxicity	Spn PMK inh	Alkaline phosphatase	Bfl-1 inhibitors	HPDE-C7 viability	Spn MK inh	others
CC1CN(C2CCN(C(=O)c3ccccc3)CC2)CC(C)O1 (configuration not stated)	6.2%	8.9%	i	-5.6%	3.0	2.5%	-1.5%	16.2%	33.0
Cn1c(=O)c2cc(NCc3ccccc3)nnc2n(C)c1=O	nt	-9.4%	i	nt	0.0	2.6%	-4.6%	-17.0%	11.0
CCOc1ccc(Cc2nnc(SCC(=O)c3ccc(OC)cc3)o2)cc1	nt	-6.3%	i	-4.1%	5.0	7.4%	-2.6%	1.3%	3.0
O=C(CCCc1c[nH]c2ccccc12)N1CCN(S(=O)(=O)c2cccs2)CC1	5.0%	-7.1%	i	5.7%	11.0	1.1%	0.1%	-7.8%	0.0
Cc1ccc(S(=O)(=O)N2CCN(C(=O)CN3C(=O)NC4(CCOc5ccccc54)C3=O)CC2)cc1 (configuration not stated)	nt	-15.4%	i	nt	14.0	6.0%	-1.9%	-4.7%	6.0	Spn PMK inh pilot replicates=0.0;Spn MK inh pilot replicates=4.0;DPM-DC inhibit pilot screen %=0.0
N#Cc1cc2c(nc1SCc1cccnc1)CCCC2	-4.9%	-12.2%	i	-22.7%	7.0	0.8%	-1.3%	4.0%	13.0
NC(=O)CSc1nnc(Cc2csc(Nc3ccccc3)n2)n1Cc1ccccc1	8.3%	-8.1%	i	-23.9%	9.0	6.1%	-0.3%	7.9%	0.0
COc1cc(C(=O)NCc2ccco2)c(Br)c(OC)c1OC	6.0%	-1.3%	i	4.7%	3.0	2.3%	3.4%	0.8%	0.0
CCn1c(=O)cc(SCC(=O)NCCN2CCN(Cc3ccccc3)CC2)c2ccccc21	-10.7%	-25.3%	i	7.9%	12.0	9.5%	-6.4%	-21.7%	3.0	Spn PMK inh pilot replicates=0.0;Spn MK inh pilot replicates=0.0;DPM-DC inhibit pilot screen %=0.0
O=C(O)c1cc(NCc2cccs2)ccc1N1CCOCC1	-3.3%	-16.6%	i	-12.5%	4.0	7.2%	1.8%	-8.1%	9.0
CCC1Sc2ccccc2N(CC(=O)NCCC(C)C)C1=O (configuration not stated)	-3.9%	-4.3%	i	-2.1%	13.0	10.4%	-5.9%	-14.5%	10.0
COc1ccc(Cc2nc(-c3ccc(Br)o3)no2)cc1OC	-8.1%	-5.3%	i	-12.9%	4.0	7.2%	1.8%	-2.4%	2.0
Cc1ccc(N(C(=O)CCC(=O)Nc2cc(C)on2)C(C(=O)NC2CCCC2)c2ccncc2)cc1 (configuration not stated)	nt	11.0%	i	-9.3%	11.0	4.6%	-4.9%	6.5%	6.0
Cc1noc(C)c1S(=O)(=O)N(CC(=O)NCc1ccc2c(c1)OCO2)c1ccc(C(C)C)cc1	nt	-15.1%	i	2.1%	6.0	9.4%	4.0%	-21.4%	8.0
COc1ccccc1NC(=O)N1CCCC1C(=O)Nc1ccc(NC(C)=O)cc1 (configuration not stated)	10.7%	-17.1%	i	5.9%	20.0	6.1%	-4.8%	0.1%	3.0
COC(=O)[C@H](C)NC(=O)Nc1ccccc1C(F)(F)F	6.0%	-11.6%	i	-20.6%	7.0	7.4%	-0.8%	0.5%	8.0
O=C(CN1CCOCC1)Nc1ccccc1NC(=O)C1CCN(c2ncccn2)CC1	nt	0.0%	i	2.7%	14.0	9.0%	-6.1%	-1.4%	0.0
Cc1ccc(N2CC(C(=O)OCC(=O)C(C)(C)C)CC2=O)cc1C (configuration not stated)	nt	-6.1%	i	-4.2%	5.0	8.8%	-3.3%	-21.1%	4.0
CC1CCN(c2ncccc2C(=O)O)CC1	7.8%	1.6%	i	-11.3%	11.0	6.9%	-6.4%	5.0%	16.0
O=C1CCC(C(=O)Nc2cccc(C(F)(F)F)c2)N1 (configuration not stated)	0.8%	-1.3%	i	-9.6%	0.0	9.9%	3.0%	1.0%	6.0
COc1cccc(/C(O)=C2/C(=O)C(=O)N(c3cc(C)on3)C2c2cccs2)c1 (configuration not stated)	nt	41.7%	i	-0.4%	11.0	2.9%	8.4%	41.6%	8.0
c1ccc(CNc2nc3ccccc3n2CCN2CCOCC2)nc1	12.5%	-19.8%	i	-27.7%	2.0	14.0%	-3.5%	-18.2%	7.0
CCOC(=O)c1c(C)oc2c(F)c(F)c(F)c(F)c2c1=O	nt	1.49µM*	i	96.5%*	2.0	6.4%	-4.0%	1.55µM*	5.0
Cc1ccc(C(=O)Nc2c(C)n(C)n(-c3ccccc3)c2=O)cc1S(=O)(=O)N1CCOCC1	nt	-12.4%	i	5.0%	0.0	4.5%	-12.4%	-20.6%	7.0
CCOC(=O)C1CCN(C(=O)Nc2ccccc2Cl)CC1	12.9%	-3.9%	i	-8.7%	0.0	2.7%	-0.4%	4.0%	8.0

Some of these compounds in order of count of non-hydrogen atoms, low to high.
SMILES	LYP inhibition	HPDE-C7K KRASV12	DPM-DC inhibit	HT1080 cytotoxicity	Spn PMK inh	Alkaline phosphatase	Bfl-1 inhibitors	HPDE-C7 viability	Spn MK inh	others
O=C1CCC(C(=O)Nc2cccc(C(F)(F)F)c2)N1 (configuration not stated)	0.8%	-1.3%	i	-9.6%	0.0	9.9%	3.0%	1.0%	6.0
COc1ccc(Cc2nc(-c3ccc(Br)o3)no2)cc1OC	-8.1%	-5.3%	i	-12.9%	4.0	7.2%	1.8%	-2.4%	2.0
CCOc1ccc(Cc2nnc(SCC(=O)c3ccc(OC)cc3)o2)cc1	nt	-6.3%	i	-4.1%	5.0	7.4%	-2.6%	1.3%	3.0
COc1ccccc1NC(=O)N1CCCC1C(=O)Nc1ccc(NC(C)=O)cc1 (configuration not stated)	10.7%	-17.1%	i	5.9%	20.0	6.1%	-4.8%	0.1%	3.0
NC(=O)CSc1nnc(Cc2csc(Nc3ccccc3)n2)n1Cc1ccccc1	8.3%	-8.1%	i	-23.9%	9.0	6.1%	-0.3%	7.9%	0.0
O=C(CN1CCOCC1)Nc1ccccc1NC(=O)C1CCN(c2ncccn2)CC1	nt	0.0%	i	2.7%	14.0	9.0%	-6.1%	-1.4%	0.0
Cc1noc(C)c1S(=O)(=O)N(CC(=O)NCc1ccc2c(c1)OCO2)c1ccc(C(C)C)cc1	nt	-15.1%	i	2.1%	6.0	9.4%	4.0%	-21.4%	8.0

Further structures.
SMILES	LYP inhibition	HPDE-C7K KRASV12	DPM-DC inhibit	HT1080 cytotoxicity	Spn PMK inh	Alkaline phosphatase	Bfl-1 inhibitors	HPDE-C7 viability	Spn MK inh	others
O=C(CCCSc1nc2ccccc2s1)Nc1nccs1	nt	4.0%	i	-0.6%	10.0	13.9%	-3.9%	-2.3%	0.0
O=C(Nc1cccc2cccnc12)c1cccc(N2C(=O)CCC2=O)c1	-4.8%	-11.1%	i	-1.2%	4.0	-5.7%	0.5%	-10.8%	12.0
c1nc(COc2nsnc2N2CCOCC2)cs1	nt	-9.6%	i	nt	12.0	7.2%	3.7%	-3.8%	3.0
Cc1cc(C(F)(F)F)nn1CCCNC(=O)c1cnccn1	6.1%	-7.5%	i	3.0%	0.0	5.9%	-6.3%	-0.3%	4.0
CCCCc1c(C(=O)O)cc(OC)cc1C(=O)O	8.0%	-3.7%	i	5.1%	0.0	12.1%	-4.9%	-17.3%	1.0
c1ccc(CC2CCN(C(c3cccs3)c3nnnn3C3CCCC3)CC2)cc1 (configuration not stated)	nt	-24.3%	i	-15.3%	9.0	5.3%	-2.9%	-11.2%	6.0	Spn PMK inh pilot replicates=0.0;Spn MK inh pilot replicates=2.0;DPM-DC inhibit pilot screen %=2.0
CCOC(=O)c1sc(N)c(C(=O)OCC)c1COC(=O)C1CC(=O)N(Cc2ccco2)C1 (configuration not stated)	nt	-0.3%	i	3.1%	0.0	8.9%	-2.9%	-19.9%	9.0	Spn PMK inh pilot replicates=1.0;Spn MK inh pilot replicates=0.0;DPM-DC inhibit pilot screen %=0.5
O=C(CN1C2CCC1CC(NC(=O)Nc1ccccc1)C2)NCc1ccco1 (configuration not stated)	nt	-11.1%	i	1.7%	3.0	1.1%	1.9%	-30.3%	9.0
CCOC(=O)CNC(=O)Nc1cccc(Cl)c1C	-1.5%	-5.3%	i	-3.4%	12.0	10.3%	3.4%	-4.0%	11.0
O=S(=O)(c1cc(F)cc(F)c1)N1CCN(c2ncccn2)CC1	nt	-2.0%	i	1.6%	0.0	6.4%	-0.5%	-3.9%	6.0
CCOC(=O)c1sc(NC(=O)CN2CCCC2)c(C(=O)OCC)c1C	11.6%	-6.6%	i	-10.9%	0.0	8.2%	3.0%	-9.3%	0.0
CC1C=CC(C)C(C(=O)O)C1C(=O)O (configuration not stated)	-1.1%	-8.4%	i	-8.2%	6.0	2.4%	7.2%	-3.6%	7.0	Spn PMK inh pilot replicates=0.5;Spn MK inh pilot replicates=2.0;DPM-DC inhibit pilot screen %=0.0
COc1cc(C(=O)CSc2nnc(-c3ccc(O)cc3)n2CC2CCCO2)ccc1NC(C)=O (configuration not stated)	nt	-1.5%	i	-1.0%	9.0	11.3%	0.5%	-23.6%	5.0
CCN(CC)CCCNC(=O)c1nn(-c2cccc(OC)c2)c(=O)c2ccccc12	-3.3%	12.2%	i	4.5%	2.0	-0.6%	4.0%	4.2%	1.0
COc1ccc(C(=O)COC(=O)CN2CC(=O)Oc3ccccc32)cc1Br	-11.6%	33.7%	i	1.5%	15.0	5.4%	-9.7%	45.3%	7.0
COC(=O)c1ccc(OC)c(CSc2nnc(-c3ccc(C)cc3)o2)c1	9.4%	-1.4%	i	-1.4%	12.0	16.0%	-2.1%	-1.7%	3.0
COc1ccccc1OC(=O)C1CC(=O)N(c2ccc(Cl)cc2)C1 (configuration not stated)	7.9%	18.1%	i	-1.9%	8.0	6.5%	-2.7%	-7.3%	9.0
Cc1cc(C(=O)NCc2cccnc2)n(-c2ccccc2)n1	-2.3%	4.3%	i	1.5%	0.0	4.0%	8.0%	1.3%	2.0	Spn PMK inh pilot replicates=3.0;Spn MK inh pilot replicates=3.5;DPM-DC inhibit pilot screen %=4.0
CCOC(=O)C1CCCN(C(=O)CC(C)c2ccccc2)C1 (configuration not stated)	nt	-6.0%	i	nt	0.0	3.2%	4.7%	1.8%	2.0
NC(=O)C1CCN(CC(=O)c2c[nH]c3ccc(F)cc23)CC1	7.0%	-0.9%	i	6.9%	12.0	6.7%	-3.2%	4.8%	13.0
N#CN(CC(N)=O)c1nc(N2CCCCC2)nc(N2CCCCC2)n1	1.4%	-9.4%	i	7.3%	16.0	-2.5%	-23.5%	-26.8%	2.0
O=C(C1CCC(=O)N1C1CCCCC1)N1CCN(c2ccc(F)cc2)CC1 (configuration not stated)	2.4%	4.2%	i	-3.1%	18.0	0.5%	-9.5%	-1.8%	0.0
COc1ccc(S(=O)(=O)NC(CC(=O)NCc2ccco2)C(C)C)cc1 (configuration not stated)	0.7%	-8.2%	i	1.6%	0.0	-4.8%	0.5%	-10.2%	3.0
O=C(Cc1ccc(Cl)cc1)Nc1ccc(N2CCN(C(=O)c3ccco3)CC2)c(Cl)c1	-3.9%	21.6%	i	-6.8%	13.0	8.7%	-5.6%	19.6%	6.0

Screening results from PubChem.
